Assay outcomes (PubChem)
mIAP block: blocks mouse intestinal alkaline phosphatase | purified mouse IAP, CDP-Star luminescence, 30 min | inhibition, % at 10 µM | 0.2% of 330,000 active | AID 2806;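 active = inhibition of at least 40% at 10 µM in the primary screen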;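 note: plate controls were DMSO with enzyme for no effect and no enzyme wells for full effect; values of inactives mirror those of a sister screen read the other way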
MIN6 prolif: MIN6 beta-cell proliferation induction | AID 2380 | proliferation, % at 10 µM | 0.29% of 330,000 active | MIN6 cells proliferation, ATPlite luminescence, 48 h; cells starved in 0.2% serum; 100% = growth in 10% serum;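 active = compounds whose signal lies at least 3.5 SD above the mean of all wells on their plate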;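 note: 0% = DMSO-treated cells in low-serum medium and 100% = 10% serum control; some compounds called inactive have numbers as strong as hits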
NLRP3 yeast inh: NALP3 inhibition in yeast; Yeast reconstituted NLRP3/ASC/caspase-1, beta-gal luminescence, 24 h; inhibition, % at 10 µM; 0.39% of 330,000 active;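 active = inhibition of 50% or more; inactive = inhibition below 50%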;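 note: plate controls were induced DMSO wells for no effect and uninduced yeast grown without galactose for full effect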
SENP1 FRET inh: inhibitors of human SENP1 SUMO protease catalytic domain. Q9P0U3. recombinant SENP1 catalytic domain, CyPet-SUMO1-YPet FRET cleavage. inhibition, % at 10 µM. 0.21% of 360,000 active;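 active = inhibition at least 30% at 10 µM, raw YFP signal under a set limit, fluorescence ratio 0.5 to 1.5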;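 note: 0% = enzyme with DMSO and 100% = no enzyme wells; some results filed as inactive read as strong as hits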
Target sequence (Q9P0U3 419-644 limits assumed): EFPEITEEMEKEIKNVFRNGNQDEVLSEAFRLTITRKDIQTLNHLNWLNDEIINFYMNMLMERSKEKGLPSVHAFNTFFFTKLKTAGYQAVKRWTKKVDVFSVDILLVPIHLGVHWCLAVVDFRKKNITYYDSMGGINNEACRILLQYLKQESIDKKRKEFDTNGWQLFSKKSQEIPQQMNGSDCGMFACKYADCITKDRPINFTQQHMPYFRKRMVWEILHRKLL
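Controls: no-enzyme wells low, DMSO-plus-enzyme wells high control. Test system: human recombinant His6-tagged SENP1 catalytic domain enzyme. Reagent: SFCypet-SUMO1-SFYpet FRET protein substrate, 25 nM final. Doses: one dose per compound, 10 µM, 0.5% DMSO. Detection: FRET, CFP and YFP emission. Timing: 50 min reaction at room temperature.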
mIAP act: mouse IAP activation; activation factor at 10 µM; 0.24% of 330,000 active; muIAP, CDP-Star luminescence, 30 min; stronger effect = higher value; 1 = vehicle-only enzyme signal, 0 = enzyme-free wells; AID 2805;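 active = activation factor of at least 2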; note: the source names both 10 and 20 µM as test concentration; values of inactives mirror those of a sister screen read the other way
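Assay system: mouse IAP enzyme; Reagent: CDP-Star chemiluminescent phosphatase substrate; Compound: DMSO-dissolved test compounds; Incubation: 30 min, room temperature; Technique: luminescence from enzymatic CDP-Star hydrolysis; Controls: DMSO-only wells and no-enzyme negative control.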
APOBEC3A inh: blocks human APOBEC3A ssDNA deamination; recombinant A3A, FAM/TAMRA ssDNA deamination fluorescence; inhibition, % at 20 µM; 0.41% of 330,000 active; AID 493011;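 active = at least 40% inhibition at 20 µM here, with at most 30% in a related deaminase screen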;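 note: plate controls were A3A with DMSO for no effect and wells lacking A3A enzyme for full effect; some results filed as inactive read as strong as hits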
Target sequence (P31941 whole entry, looked up): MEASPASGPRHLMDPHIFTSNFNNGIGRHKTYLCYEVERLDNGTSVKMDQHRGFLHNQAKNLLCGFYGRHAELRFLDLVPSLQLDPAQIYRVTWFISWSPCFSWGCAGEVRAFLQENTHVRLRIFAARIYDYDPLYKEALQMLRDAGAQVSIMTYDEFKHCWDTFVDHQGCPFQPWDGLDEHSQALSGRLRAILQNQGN
hIAP block: blocks human intestinal alkaline phosphatase; inhibition, % at 10 µM; purified IAP, CDP-Star luminescence, 30 min; AID 2544; P09923; 0.12% of 330,000 active;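 active = inhibition reaching a set limit with compound at 10 µM in the primary screen, cut at about 35% in these data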;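 note: plate controls were DMSO wells with enzyme for no effect and no-enzyme buffer wells for full effect; values of inactives mirror those of a sister screen read the other way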
Target sequence (P09923 whole entry, looked up): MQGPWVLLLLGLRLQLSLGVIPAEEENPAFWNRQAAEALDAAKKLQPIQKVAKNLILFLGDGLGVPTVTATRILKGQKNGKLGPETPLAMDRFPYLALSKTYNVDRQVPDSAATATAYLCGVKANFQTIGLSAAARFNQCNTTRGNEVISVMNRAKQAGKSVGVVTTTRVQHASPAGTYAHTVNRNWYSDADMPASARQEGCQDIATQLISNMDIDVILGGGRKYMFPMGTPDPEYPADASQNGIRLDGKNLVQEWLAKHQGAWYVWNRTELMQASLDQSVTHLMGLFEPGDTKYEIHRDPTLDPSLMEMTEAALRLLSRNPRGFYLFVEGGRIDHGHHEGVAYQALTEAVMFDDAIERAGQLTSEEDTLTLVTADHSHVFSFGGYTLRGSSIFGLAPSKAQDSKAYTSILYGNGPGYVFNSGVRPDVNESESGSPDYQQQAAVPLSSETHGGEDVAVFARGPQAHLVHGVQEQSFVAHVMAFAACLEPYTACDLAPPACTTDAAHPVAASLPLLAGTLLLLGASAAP
A3G deaminase: inhibitors of human APOBEC3G DNA deaminase; Q9HC16; recombinant A3G, ssDNA deamination FAM/TAMRA fluorescence; inhibition, % at 20 µM; 0.28% of 330,000 active; AID 493012;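 active = inhibition of at least 40% at 20 µM, with no more than 30% in the related APOBEC3A deaminase screen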;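 note: plate controls were DMSO wells with A3G for no effect and wells lacking A3G enzyme for full effect; some compounds called inactive have numbers as strong as hits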
hIAP act: human IAP activation; P09923; purified human IAP, CDP-Star luminescence, 30 min; stronger effect = higher value; 1 = vehicle-only enzyme, 0 = enzyme-free background; activation factor at 10 µM; 0.16% of 330,000 active;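 active = activation factor of the enzyme at least 2-fold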; note: the source names both 10 and 20 µM as test concentration; values of inactives mirror those of a sister screen read the other way
The depositor's hits bear a star; . = no result given. Some of the compounds tested; the hit share may differ from the screen's.

The opening five entries, ahead of the listing:
SMILES	mIAP block	MIN6 prolif	NLRP3 yeast inh	SENP1 FRET inh	mIAP act	APOBEC3A inh	hIAP block	A3G deaminase	hIAP act
Cc1ccc2oc(C(=O)Nc3cc(C)on3)c(C)c2c1	7.1	-3.9	12.3	-0.7	0.929	0.5	-7.9	4.5	1.08
CC1CCCN(c2nc3ccsc3c(=O)s2)C1 (stereo not given)	8.3	-0.3	29.2	-8.8	0.917	2.0	14.0	-2.7	0.86
CC1CCCN(C(=O)COC(=O)c2n[nH]c3ccccc23)C1 (stereo not given)	6.5	-1.0	12.7	2.2	0.935	-0.8	-14.8	-5.0	1.15
OCCC1CN(Cc2cccn2-c2ccccn2)CCN1Cc1ccccc1 (stereo not given)	2.6	-0.2	5.3	-4.9	0.974	-1.4	-0.4	-5.7	1
COc1cc(OC)cc(C(=O)Nc2ccc(S(=O)(=O)N(C)C)cc2)c1	4.7	-2.2	5.5	-5.1	0.953	3.8	3.4	-5.1	0.966

Main list (from the top)
SMILES	mIAP block	MIN6 prolif	NLRP3 yeast inh	SENP1 FRET inh	mIAP act	APOBEC3A inh	hIAP block	A3G deaminase	hIAP act
Cc1ccc2oc(C(=O)Nc3cc(C)on3)c(C)c2c1	7.1	-3.9	12.3	-0.7	0.929	0.5	-7.9	4.5	1.08
CC1CCCN(c2nc3ccsc3c(=O)s2)C1 (stereo not given)	8.3	-0.3	29.2	-8.8	0.917	2.0	14.0	-2.7	0.86
CC1CCCN(C(=O)COC(=O)c2n[nH]c3ccccc23)C1 (stereo not given)	6.5	-1.0	12.7	2.2	0.935	-0.8	-14.8	-5.0	1.15
OCCC1CN(Cc2cccn2-c2ccccn2)CCN1Cc1ccccc1 (stereo not given)	2.6	-0.2	5.3	-4.9	0.974	-1.4	-0.4	-5.7	1
COc1cc(OC)cc(C(=O)Nc2ccc(S(=O)(=O)N(C)C)cc2)c1	4.7	-2.2	5.5	-5.1	0.953	3.8	3.4	-5.1	0.966
CC1CN(S(=O)(=O)c2ccc(C(=O)NCCCn3ccnc3)cc2)CC(C)O1 (stereo not given)	8.5	-4.1	10.5	-2.0	0.915	1.9	8.6	8.1	0.914
CCOC(=O)c1c(C)n(C)c2cc(-c3ccc(F)cc3)c(O)cc12	-0.5	0.0	3.7	1.1	1	2.8	-9.1	4.9	1.09
O=C(NCc1cccc(C(F)(F)F)c1)c1ccc(=O)[nH]c1	0.2	0.0	0.5	1.2	0.998	-3.4	-4.0	-5.2	1.04
Cc1ccc(F)c(NC(=O)c2c(-c3ccccc3)noc2C)c1	-5.1	2.4	16.9	4.7	1.05	2.3	10.0	14.7	0.9
Cc1ccc2oc(=O)n(CCCOc3ccccc3C)c2c1	-1.9	2.0	-2.6	0.8	1.02	2.1	-14.2	4.4	1.14
Clc1cccc(CON/C=N/c2ncnc3sccc23)c1	-11.7	0.5	4.1	0.2	1.12	-0.2	0.3	-5.0	0.997
Cc1cc(C(F)F)n2ncc(C(=O)N3CCCCC3)c2n1	12.7	1.3	12.7	-0.4	0.873	2.2	16.0	1.5	0.84
FCCCOc1ccc(CN2CCN(c3ccccc3F)CC2)cc1	-0.1	-1.5	10.7	2.5	1	6.1	3.8	-2.4	0.962
Cc1cc(C)n(-c2ccc(C(=O)OCC(=O)N3CCN(c4ccccc4)CC3)cc2)n1	-14.0	1.0	-4.0	0.0	1.14	31.4	-5.4	4.7	1.05
Cc1csc(NC(=O)c2nc3nccc(C)n3n2)n1	0.0	-0.1	-5.2	2.4	1	1.7	21.1	0.2	0.789
Cc1c(NC(=O)C(C)OC(=O)c2cc(Cl)nc(Cl)c2)c(=O)n(-c2ccccc2)n1C (stereo not given)	2.2	0.0	22.9	0.0	0.978	-0.7	-11.0	-4.1	1.11
CC(=O)NC1CC2CCCC(C1)N2CC(=O)N1CCCc2ccccc21 (stereo not given)	5.2	0.1	0.6	2.4	0.948	-3.5	10.7	-3.9	0.893
CN(C(=O)CSc1ncccn1)C1CCS(=O)(=O)C1 (stereo not given)	4.5	-0.8	0.6	-0.3	0.955	-1.0	-36.2	-11.8	1.36
C[C@@H]1CN([C@@H](C)CO)C(=O)c2cccc(NS(C)(=O)=O)c2O[C@H]1CN(C)Cc1ccc(Oc2ccccc2)cc1	-1.3	-1.7	-1.9	0.2	1.01	-2.5	14.7	-4.4	0.853
Cc1ccc(S(=O)(=O)N2CCCC2)cc1S(=O)(=O)N1CCCC1	-1.4	0.5	20.6	3.1	1.01	2.5	-29.2	8.8	1.29
CN1CCC(Oc2ccccc2Sc2ccccc2)CC1	0.9	0.0	27.0	1.1	0.991	-0.3	1.0	-3.3	0.99
CCCN(CC(=O)Nc1ccccc1C)C(=O)C1CC(=O)N(c2ccc(CC)cc2)C1 (stereo not given)	0.4	-3.2	19.7	0.5	0.996	4.2	-4.2	4.6	1.04
COC(=O)Nc1ccc(SCC(=O)c2ccc(Cl)cc2)cc1	4.0	-2.2	39.1	-0.4	0.96	-2.5	8.5	-5.3	0.915
C=CCN1C(=O)/C(=c2\sc3nc(=O)c(Cc4ccccc4)nn3c2=O)c2ccccc21	14.8	-2.5	6.8	3.7	0.852	1.1	-6.3	5.8	1.06
CC(OC(=O)c1ccc(Cl)nc1)C(=O)Nc1ccc(S(=O)(=O)N2CCCC2)cc1 (stereo not given)	0.8	-0.4	8.7	1.6	0.992	28.2	3.2	39.5	0.968
CCOc1ccc2nc(SCC(=O)N(CC(C)C)c3c(N)n(Cc4ccccc4)c(=O)[nH]c3=O)[nH]c2c1	6.4	5.2	0.4	-1.5	0.936	1.0	-28.7	-10.1	1.29
COc1cc(NC(=O)CCCn2c(=S)[nH]c3ccccc3c2=O)cc(OC)c1OC	-4.0	2.5	9.8	-0.2	1.04	4.1	-1.4	8.5	1.01
CCOc1ccccc1NC(=O)Cn1c(=O)c2ccccc2n(CC)c1=O	5.3	0.7	0.7	1.0	0.947	2.9	6.0	-2.7	0.94
NC(=O)c1ccsc1NC(=O)c1ccco1	0.1	0.6	0.0	-31.1	0.999	3.0	0.2	0.2	0.998
O=C(/C=C/c1ccc(Cl)cc1)NCCSc1ccccc1	8.9	-3.6	33.3	1.2	0.911	-1.1	14.0	-4.8	0.86
Cc1c(Cl)c([N+](=O)[O-])nn1CCCC(=O)O	-6.2	-0.8	14.0	2.1	1.06	3.9	-3.6	13.7	1.04
C/C(=N\Nc1ccc(C(=O)O)cc1)c1ccc(Br)cc1	1.8	0.3	12.0	-0.8	0.982	17.2	-5.5	-3.6	1.05
O=C(NCc1ccc(F)cc1)c1cnc(Cl)c(Cl)c1	2.7	-2.2	35.9	2.9	0.973	-2.3	14.3	-12.3	0.857
Cc1ccc2nc(SCC(=O)c3ccc(O)cc3O)[nH]c2c1	2.1	-2.4	9.0	6.2	0.979	-5.4	0.2	-10.0	0.998
Cc1ccc(/C=C2\SC(=S)N(CCC(=O)NNC(=O)c3ccccc3O)C2=O)cc1	28.8	-6.7	1.5	3.7	0.712	-2.1	-72.9	-5.3	1.73
COc1ccc(NC(=S)N(Cc2ccccn2)Cc2ccccc2Cl)cc1	8.9	0.4	19.6	0.9	0.911	-1.3	8.8	-4.0	0.912
CN1CCN(NC(=O)c2ccc(Cl)c([N+](=O)[O-])c2)CC1	-14.9	1.9	19.6	1.2	1.15	-2.3	-12.5	-4.5	1.12
CC[C@]12c3[nH]c4ccc(Cl)cc4c3CCN1C(=O)[C@@H](CC(=O)NCc1ccco1)C[C@@H]2C(=O)N1CCN(C(=O)C2CC2)CC1	-22.2	.	.	-0.6	1.27	1.1	.	-0.5	.
Fc1ccc(-c2cc(C(F)(F)F)n3ncnc3n2)cc1	1.5	-0.3	2.1	-0.3	0.985	1.4	15.7	-3.3	0.843
O=C(COc1cccc2c1CCN(Cc1ccc(Br)cc1)C2=O)N1CCOCC1	0.3	-5.1	5.0	-2.8	0.997	1.3	-0.4	-4.7	1
CCOC(=O)N1CCN(C(=O)COc2ccc3c(c2)C(=O)CC(C)(C)O3)CC1	5.9	4.2	2.9	-7.7	0.941	-0.5	4.4	-3.7	0.956
N#CC1=C(N)NC(SCc2ccc(Cl)cc2)=C(C#N)C12CCCCC2	7.7	-3.2	9.4	-0.9	0.923	-2.0	9.4	-4.5	0.906
COCCCNC(=O)c1ccc(CS(=O)(=O)Cc2cccc(C)c2)o1	-1.3	0.0	-1.2	2.6	1.01	-2.5	14.7	-2.9	0.853
Cc1ccc(O)c(-n2nc3ccccc3n2)c1	5.8	-2.9	13.0	1.1	0.942	0.3	6.9	-6.5	0.931
NS(=O)(=O)c1ccc(CCNC(=O)CSc2nc3ccsc3c(=O)n2CCCCC(=O)O)cc1	-7.5	-1.1	18.3	1.8	1.07	1.5	-0.1	-6.2	1
C[C@H](CO)N1C[C@H](C)[C@@H](CN(C)C(=O)Nc2ccc(C(F)(F)F)cc2)Oc2ccc(NC(=O)C3CCCCC3)cc2C1=O	-33.2	-3.1	13.5	-1.3	1.33	1.1	7.1	2.8	0.929
COc1ccc(CCNC(=O)/C(C#N)=C/c2cccc(OCc3ccccc3)c2)cc1OC	1.7	-5.2	5.2	-5.7	0.983	-2.3	-12.6	-7.2	1.13
C=CC(=O)NCc1ccc(-c2csnn2)cc1	-21.0	-0.8	18.6	1.2	1.21	-1.3	10.3	-11.0	0.897
COC(c1ccccc1)c1nnc(CCC(=O)NCCCc2ccccc2)o1 (stereo not given)	-4.1	0.5	5.1	-1.2	1.04	-4.0	-18.0	-4.6	1.18
O=C(Nc1ccc(Br)cc1)C1Cc2ccccc2O/C1=N\O (stereo not given)	-12.8	-3.8	18.9	-1.6	1.13	3.6	-8.7	-2.6	1.09
Cc1cc(F)ccc1NCc1cc2c(cc1[N+](=O)[O-])OCO2	5.9	-1.7	4.8	-2.1	0.941	3.7	0.6	5.3	0.994
Cc1nc(N2CCOCC2)c(C#N)c2c1COC(C)(C)C2	-0.4	-2.5	3.2	-0.9	1	-3.9	-13.2	-4.6	1.13
Brc1cccc(-c2nnc(-c3ccccc3)o2)c1	2.7	2.1	14.4	-1.7	0.973	1.5	-78.1	0.6	1.78
CC(=O)Nc1ccc(Oc2nc(C(F)(F)F)nc3ccccc23)cc1	7.0	-2.6	13.6	1.5	0.93	-1.1	-8.9	-5.4	1.09
CN1CCC(OC(=O)COc2ccc(Br)cc2)CC1	-4.9	-3.2	17.4	2.2	1.05	-0.1	-7.1	-8.0	1.07
Cc1c(NC(=O)CSCc2ccco2)c(=O)n(-c2ccccc2)n1C	-3.0	-0.9	5.5	0.6	1.03	3.6	12.2	13.0	0.878
